Compound activity from PubChem BioAssay.
Rac1 mut GTP: alters GTP binding to activated mutant human Rac1; P63000; GST-Rac1 activated beads, fluorescent GTP binding, flow cytometry; actives lie on both sides; 100% means binding = to untreated wells; 190,000 compounds, 0.11% hits; percent activity (GTP binding), % at 10 µM;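 active means GTP binding at least 20 percentage points away from the 100% baseline, in either direction, so actives lie on both sides; inconclusive means Compound likely fluorescent itself, or too few beads counted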
Cdc42 wt GTP: human Cdc42 wildtype GTP binding change, either direction. percent activity (GTP binding), % at 10 µM. P60953. GST-Cdc42 beads, Bodipy-GTP binding, flow cytometry; actives lie on both sides. 190,000 compounds, 0.2% hits. AID 761;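 active means percent activity GTP binding at least 20 points away from the 100% baseline, either down as inhibitor or up as activator; inconclusive means compound flagged as likely green fluorescent from well-wide comparison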;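 further: median bead fluorescence of bound Bodipy-FL-GTP at 100 nM; 0% = excess unlabeled GTP control and 100% = no compound control; below 100% means less GTP binding so inhibitor and above means activator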
Target sequence (P60953 whole entry, looked up): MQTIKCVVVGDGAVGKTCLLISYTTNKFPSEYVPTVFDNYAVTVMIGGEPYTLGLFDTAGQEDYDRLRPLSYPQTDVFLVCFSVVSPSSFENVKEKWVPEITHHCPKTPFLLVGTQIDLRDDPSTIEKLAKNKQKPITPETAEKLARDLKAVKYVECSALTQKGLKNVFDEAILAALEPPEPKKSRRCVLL
Rab2 wt GTP: changes GTP binding to wildtype dog Rab2A, up or down | GST-Rab2 wt beads, Bodipy-GTP binding, flow cytometry | P61105 | 190,000 compounds, 0.19% hits | AID 760 | GTP binding activity, % at 10 µM;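 active means GTP binding activity at least 20 points away from 100%, either lowered or raised; inconclusive means signal likely due to the compound's own green fluorescence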;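 further: 0% = beads with excess unlabeled GTP and 100% = no-compound control corrected for plate trend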
HRas wt GTP bind: human HRas wildtype GTP binding, change in either direction; P01112; GST-Ras wt beads, Bodipy-FL-GTP binding, flow cytometry; actives lie on both sides; GTP binding activity, % at 10 µM; 190,000 compounds, 0.14% hits; AID 759;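 active means GTP binding activity at least 20% away from the 100% baseline, either lowered as inhibitor or raised as activator; inconclusive means flagged as likely green fluorescent, judged across all proteins in the well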;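 further: 0% = unlabeled GTP competition control and 100% = no-compound control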
Target sequence (P01112 whole entry, looked up): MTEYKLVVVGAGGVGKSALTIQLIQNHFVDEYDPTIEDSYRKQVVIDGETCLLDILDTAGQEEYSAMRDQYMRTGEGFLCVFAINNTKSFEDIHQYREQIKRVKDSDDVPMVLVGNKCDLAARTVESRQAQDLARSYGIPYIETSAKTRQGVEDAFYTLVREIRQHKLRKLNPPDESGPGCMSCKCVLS
ABCG2 inh: blocks JC-1 efflux by human ABCG2 transporter. 190,000 compounds, 0.1% hits. AID 1325. inhibition, % at 6.6 µM. IgMXP3 cells, flow cytometry;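 active means inhibition above 80%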;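 further: 0% = DMSO and 100% = nicardipine control wells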
Target sequence (Q9UNQ0 whole entry, looked up): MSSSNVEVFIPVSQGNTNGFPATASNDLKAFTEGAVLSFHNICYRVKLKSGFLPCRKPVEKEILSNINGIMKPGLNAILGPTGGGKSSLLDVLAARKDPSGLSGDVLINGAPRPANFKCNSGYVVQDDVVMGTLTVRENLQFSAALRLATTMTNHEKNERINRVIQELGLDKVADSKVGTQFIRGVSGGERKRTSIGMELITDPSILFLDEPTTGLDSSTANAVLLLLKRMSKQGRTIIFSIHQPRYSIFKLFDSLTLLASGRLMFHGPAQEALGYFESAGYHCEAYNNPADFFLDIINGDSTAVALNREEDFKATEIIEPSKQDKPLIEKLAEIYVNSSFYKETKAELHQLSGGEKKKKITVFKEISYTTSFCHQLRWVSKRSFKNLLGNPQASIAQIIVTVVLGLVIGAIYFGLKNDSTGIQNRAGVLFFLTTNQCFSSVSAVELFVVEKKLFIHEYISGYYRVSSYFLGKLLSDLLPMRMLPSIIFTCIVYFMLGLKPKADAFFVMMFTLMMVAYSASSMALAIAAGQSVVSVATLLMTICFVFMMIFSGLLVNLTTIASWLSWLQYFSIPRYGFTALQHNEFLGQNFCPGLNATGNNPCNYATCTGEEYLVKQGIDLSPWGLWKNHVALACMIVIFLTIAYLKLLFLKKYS
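Incubation: cells with compound and JC-1, 10 min at 25 °C, rotating, no wash / Test system: IgMXP3 (ABCG2) plus far-red-tagged CCRF-Adr (ABCB1) cells / Compound dosing: one concentration, 6.6 µM final / Also added: JC-1 fluorescent substrate / Evaluation: efflux inhibition in percent versus controls / Detection: flow cytometry, 530 nm JC-1 signal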
ABCB1 inh: blocks JC-1 efflux by human ABCB1 transporter; P08183; CCRF-Adr cells, flow cytometry; inhibition, % at 6.6 µM; 190,000 compounds, 0.067% hits; AID 1326; in the data active means inhibition above about 40%;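 further: 0% = vehicle and 100% = reference inhibitor; higher value means more JC-1 retained so stronger ABCB1 efflux block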
GSH fluor: compound fluoresces at 488/530 nm on GSH beads; fluorescence (KMESF) at 10 µM; GSH beads flow cytometry, compound fluorescence 488/530 nm; active compounds read high; 190,000 compounds, 0.25% hits; in the data active means fluorescence above about 89;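 further: glutathione beads carrying GST-tagged Bcl family fusion proteins plus one bare bead set; values are compound well signal with DMSO vehicle wells as background; inactives centre near 16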
Rac1 wt modul: alters GTP binding to wildtype human Rac1 | GTP binding activity (% of control), % at 10 µM | GST-Rac1 beads, fluorescent GTP binding, flow cytometry; actives lie on both sides; 0 = cold GTP competed, 100 = untreated | 190,000 compounds, 0.27% hits;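 active means GTP binding activity at least 20 points away from the 100% control level, either lower or higher; inconclusive means compound flagged as likely green fluorescent, judged across all proteins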
Avidin bead fluor: avidin bead compound fluorescence profile | Avidin beads, compound fluorescence 488/530 nm, flow cytometry; active compounds read high | fluorescence (KMESF) at 10 µM | 220,000 compounds, 0.38% hits | AID 1775; in the data active means fluorescence above about 47; further: inactives centre near 10
Rab7 wt modul: dog Rab7 wildtype GTP binding, inhibitors and activators; GST-Rab7 beads, fluorescent GTP binding, flow cytometry; actives lie on both sides; untreated = 100%, excess cold GTP = 0%; GTP binding activity (percent of control), % at 10 µM; 190,000 compounds, 0.055% hits;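 active means fluorescent GTP binding to Rab7 beads changed by at least 20 points from the 100% baseline, either direction, mostly lower; inconclusive means compound itself probably fluorescent, or too few beads counted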;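 further: median green fluorescence of bound Bodipy-FL-GTP per Rab7 bead population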
Pf gamet viab: inhibitors of late stage P. falciparum gametocyte viability | 150,000 compounds, 0.065% hits | AID 743093 | inhibition, % at 10.9 µM | P. falciparum stage V gametocytes, ATP luminescence, 24 h;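 active means inhibition above the mean plus 3 SD of compounds within the control limits, set per campaign, cut at about 38% in these data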;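 further: 0% = DMSO wells and 100% = medium only without gametocytes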
* marks the source's active call; other numbers are inactive results; ? = inconclusive; nt = no result given.

Values in the order – Rac1 mut GTP	Cdc42 wt GTP	Rac1 wt modul	HRas wt GTP bind	Avidin bead fluor	ABCG2 inh	GSH fluor	Pf gamet viab	Rab2 wt GTP	ABCB1 inh	Rab7 wt modul
CC1=NNC(=O)C1CCC(=O)N/N=C/c1ccc(Cl)cc1 (stereo not given)
→ 100	99	97	96	9	1	19	-11	97	0.5	95
O=C(c1ccc(CN2CCOCC2)cc1)N1CCN(c2ccccc2F)CC1
→ 103	107	110	103	15	1	12	-38	103	0.1	102
O=C(Oc1cccc(N2C(=O)CCC2=O)c1)c1ccccc1
→ 100	104	102	101	19	0	13	nt	99	0.0	97
Cc1ccc2nc(NNC(=O)c3ccc(S(=O)(=O)N4CCc5ccccc5C4)cc3)sc2c1
→ 96	102	105	101	4	-1	17	nt	101	-0.4	97
CC(C)(C)C(=O)NC(=S)N1CCCC1
→ 99	101	104	98	1	1	6	19	101	0.3	99
CC(C)(C)c1ccc(CSc2nnc(-c3ccccc3NC(=O)c3ccccc3)o2)cc1
→ 99	99	103	100	9	0	7	nt	101	-0.1	102
O=C(COC(=O)c1ccccc1Br)NCCN1C(=O)CSC1=O
→ 93	95	94	94	9	-1	15	nt	95	-0.1	96
Cc1noc(N)c1C1(O)C(=O)N(C(C)C)c2ccccc21 (stereo not given)
→ 97	99	100	97	10	0	11	nt	97	-0.3	102
COc1cc(OC)cc(C(=O)Nn2cc(C(=O)Nc3ccc(F)cc3F)c3ccccc3c2=O)c1
→ 99	97	99	98	4	-9	12	18	100	-1.9	100
O=C(N/N=C\C=C\c1ccc2c(c1)OCO2)C1COc2ccccc2O1 (stereo not given)
→ 93	99	100	96	10	-7	28	5	96	-4.8	94
CCOc1ccc(N2CCCn3c2nc2c3c(=O)n(CCc3ccccc3)c(=O)n2C)cc1
→ 93	90	92	94	13	12	16	nt	92	6.7	96
Cc1cccc(NC(=S)NC2CC3CCCC(C2)N3Cc2cccs2)c1C (stereo not given)
→ 99	104	103	103	14	6	28	-13	102	0.8	99
CCOC(=O)c1c(C)nn(Cc2ccccc2)c1N
→ 101	101	102	100	13	24	23	nt	103	0.0	96
COC(=O)c1ccccc1NC(=O)C1CCN(S(C)(=O)=O)CC1
→ 101	105	104	105	13	0	14	nt	106	0.0	106
CCOc1ccc(C(C)=O)cc1CN1C(=O)NC2(CCCCCCC2)C1=O
→ 96	90	94	96	13	4	15	-1	96	1.9	92
Cc1cc(C(=O)N/N=C/c2ccc(Cl)c([N+](=O)[O-])c2)c(C)n1-c1ccc(F)cc1
→ 102	102	102	100	12	0	13	0	100	0.0	96
COc1ccccc1CCNC(=O)CSc1ccc(-c2ccco2)nn1
→ 96	97	100	98	22	0	22	8	95	-0.1	99
CSc1n[nH]c(NCc2ccc(Cl)cc2)n1
→ 94	98	102	98	6	4	16	20	99	-0.1	92
c1coc(-c2nnc(SCc3cn4ccccc4n3)o2)c1
→ 100	102	105	101	11	20	25	nt	102	1.5	99
O=C(c1cc(-c2cccs2)on1)N1CCc2ccccc2C1
→ 98	102	100	98	29	54	20	-2	96	1.7	99
Cc1ccccc1-n1c(O)c(/C=C/C=Nc2ccccc2)c(=O)[nH]c1=O
→ 100	106	106	103	19	19	12	-16	102	6.2	105
COc1cc(C=O)ccc1OCCOCCOc1cc(C)ccc1Cl
→ 90	96	95	93	35	3	12	5	90	0.8	90
COc1ccc(C2N=C(c3ccccc3)C(C)(C)N2O)cc1 (stereo not given)
→ 101	104	103	103	12	0	24	13	103	0.2	103
O=[N+]([O-])c1ccc2c(c1)c(-c1ccccc1)nc1nncn12
→ 90	84	82	80	12	20	10	5	83	1.2	88
O=C(NCCCN1CCOCC1)c1cc2cc(Br)ccc2oc1=O
→ 97	98	100	100	32	2	15	12	97	0.5	99
Cc1ccccc1CN(c1ccc(C(=O)N2CCCC2)cc1)S(C)(=O)=O
→ 98	102	103	101	13	4	27	-15	103	-0.2	104
Cc1ccc(-c2nc3ccccc3s2)cc1NC(=O)c1cc(-n2cnnc2)ccc1Cl
→ 98	97	99	99	34	1	8	nt	96	0.2	93
CSCc1nc2sc(C(=O)Nc3nc(C)cs3)c(C)c2c(=O)[nH]1
→ 93	91	95	95	22	-1	9	-1	96	-0.8	105
CC(=O)Nc1ccc(S(=O)(=O)NCc2ccc(C(=O)NCc3ccc4c(c3)OCO4)cc2)cc1
→ 99	96	99	98	18	-2	16	25	97	-0.3	97
OCCC1CN(Cc2ccc3nsnc3c2)CCN1C1CCCC1 (stereo not given)
→ 95	100	99	99	2	2	14	-9	95	-0.4	97
COc1ccc(-c2noc(-c3ccoc3C)n2)cc1OC
→ 97	97	103	103	11	2	16	-2	96	0.4	99
CCn1c(SCC(=O)N2CCCc3ccccc32)nc2ccccc2c1=O
→ 96	97	95	99	32	9	17	-14	96	2.9	96
Cc1cc(Nc2cccc(Cl)c2)nc(N2CCOCC2)n1
→ 103	100	105	103	5	21	13	nt	104	nt	103
O=C(CSc1nccn1-c1ccc(F)cc1)NCc1ccc2c(c1)OCO2
→ 100	104	103	103	4	nt	16	19	102	nt	104
CCOC(=O)c1nnn(-c2nonc2N)c1-c1ccc(OCC)cc1
→ 96	98	99	98	7	4	13	-27	99	-7.6	97
COc1ccc(C2CC(=O)N3CN(c4ccccc4F)CSC3=C2C#N)cc1OC (stereo not given)
→ 99	100	103	100	10	-1	21	nt	100	0.5	97
Cc1cc(C)n(-c2nc3ccccc3n3c(C)nnc23)n1
→ 94	96	89	94	10	2	11	2	95	0.4	93
CC(=O)Nc1cccc(-c2nc3ccc(NC(C)=O)cc3[nH]2)c1
→ 97	100	101	100	10	3	27	nt	98	0.4	100
COc1ccc(N2C(=O)C(OC(C)=O)C2c2ccc(C)cc2)cc1 (stereo not given)
→ 100	100	102	99	1	5	13	-42	97	0.8	97
O=C(C1CC(c2ccccc2O)=NO1)N1CCCCC1 (stereo not given)
→ 100	101	101	102	34	1	19	-6	101	0.0	102
O=C(Nc1ccccc1F)c1ccn[nH]1
→ 97	105	105	102	nt	1	13	-9	101	0.0	106
COCC(=O)n1nc(-c2ccccc2)nc1NCc1cccs1
→ 98	99	99	97	12	4	20	-16	100	0.8	96
Clc1ccc(Cn2ncc3c(NCc4ccccc4)ncnc32)cc1
→ 99	103	106	101	39	4	23	nt	100	0.0	98
Cc1ccc(-c2noc(-c3ccoc3C)n2)cc1
→ 95	98	101	100	8	1	12	0	100	0.5	102
Cc1[nH]n(-c2ccc([N+](=O)[O-])cc2)c(=O)c1C=NCCN1CCN(C(=O)c2ccc(F)cc2)CC1
→ 98	98	99	100	8	5	12	6	98	0.6	98
Cc1ccc(NC(=S)NC2CCN(Cc3ccccc3)CC2)c(C)c1
→ 98	105	104	104	17	3	15	-19	100	0.7	101
O=[N+]([O-])c1ccc(-c2cnc(NO)nc2)cc1
→ 100	102	104	101	7	0	17	2	100	-0.1	102
CCCOc1ccc(N2C(=O)CC(S/C(N)=N/N=C(\C)c3cccs3)C2=O)cc1 (stereo not given)
→ 97	97	101	96	10	-2	9	nt	97	-0.7	95
CCS(=O)(=O)n1nc(-c2ccc(OC)cc2)nc1N
→ 96	101	97	97	22	1	11	nt	97	0.1	98
O=C(NNC1CC(=O)N(c2ccc3c(c2)OCCO3)C1=O)c1ccccc1 (stereo not given)
→ 92	97	93	94	10	0	29	nt	91	-0.1	93
COc1cccc(C2N(c3ccc(Cl)c(Cl)c3)C(=O)C3CCCN32)c1OC (stereo not given)
→ 96	102	104	99	27	-3	27	nt	99	-0.5	97
CCOc1cc(/C=C2\SC(=Nc3ccc(F)cc3)N(c3ccc(F)cc3)C2=O)ccc1OCC(=O)O
→ 91	92	95	93	12	-4	13	nt	93	-0.6	98
CC(C)N(C(=O)CSc1nnc(-c2ccc3c(c2)OCO3)n1C)C(C)C
→ 99	100	100	100	7	3	9	8	100	0.3	97
CC(C)(C)c1ccc(Cn2ccc(-c3ccc4c(c3)OCO4)n2)cc1
→ 94	91	95	94	16	0	16	-4	92	0.0	92
CC(C)C1Oc2ccccc2N(CC(=O)N(Cc2ccccn2)C2CC2)C1=O (stereo not given)
→ 100	100	101	101	7	-8	22	36	99	0.4	104
COC(=O)[C@@]1(Cc2ccc(F)cc2)[C@H]2c3cc(C(=O)N(C)C)n(Cc4ccc(OC(F)(F)F)cc4)c3C[C@H]2CN1C(=O)c1ccccc1
→ 100	104	106	104	7	21	18	10	104	15	104
Cc1cccc(Cn2c(N3CCN(c4ccccc4)CC3)nc3c2c(=O)n(C)c(=O)n3C)c1
→ 97	97	95	99	41	2	12	nt	96	1.0	101
CCC(=O)Oc1ccc(C(=O)Nc2cccc(C(=O)c3ccccc3)c2)cc1
→ 96	97	101	98	22	0	15	nt	98	0.0	101
CCOC(=O)C1CCN(C(=O)c2ccc(N(C)S(=O)(=O)c3ccc(OC)cc3)cc2)CC1
→ 88	87	88	90	3	-1	10	-5	91	-0.2	90
CCOC(=O)CC(=O)CSc1ccc2nnc(-c3ccc(C)cc3)n2n1
→ ?	?	?	?	15	2	22	-49	?	0.5	?

(more compounds)
Values in the order – Rac1 mut GTP	Cdc42 wt GTP	Rac1 wt modul	HRas wt GTP bind	Avidin bead fluor	ABCG2 inh	GSH fluor	Pf gamet viab	Rab2 wt GTP	ABCB1 inh	Rab7 wt modul
Fc1ccc(-c2csc3ncnc(Cl)c23)cc1
→ ?	?	?	?	13	3	17	-22	?	0.1	?
COc1cc(NC(=S)NCc2cccnc2)c(OC)cc1Cl
→ 96	96	100	96	10	5	14	4	96	0.4	97
CN1CCN(C(=O)NC2CCCCC2)CC1
→ 100	97	103	99	4	1	17	nt	98	0.2	95
Nc1nonc1C(=O)NCCc1ccccc1
→ 97	101	102	96	16	1	23	nt	97	0.2	98
COCCN(C(=O)Cc1cccs1)C(C(=O)NC1CCCC1)c1cc(OC)c(OC)c(OC)c1 (stereo not given)
→ 97	97	103	98	9	3	15	nt	98	1.7	99
O=C(OCC(=O)N1CCN(c2ccccc2)CC1)c1ccco1
→ 101	101	105	102	12	6	34	nt	103	0.8	104
COc1ccc(-n2nc3c(c2NC(=O)c2ccc(Br)cc2)CS(=O)C3)cc1 (stereo not given)
→ 96	102	104	98	7	-1	15	nt	101	-0.3	99
COc1cc(OC)c(C2=NOC(C(=O)O)C2)cc1Cl (stereo not given)
→ 97	99	99	101	19	2	27	nt	98	0.5	102
O=C1C/C(=C\c2c(F)cccc2Cl)N2CCC1CC2
→ 95	97	101	98	5	2	14	-3	97	0.8	99
